Screening results as filed in PubChem BioAssay.
MITF primary: MITF inhibitors, primary screen, biochemical, AlphaScreen, human | 650,000 compounds, 0.91% hits | inhibition, % at 2.6 µM | AlphaScreen MITF homodimerization, bead proximity signal | AID 1259374, 2018 | Microphthalmia-associated transcription factor (Homo sapiens), O75030; in the data active means inhibition above about 50%;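 further: 0% = vehicle wells with protein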
FBW7 act: FBW7 E3 ligase activators, primary screen, biochemical, AlphaScreen, human; 650,000 compounds, 0.13% hits; normalized activity (activation), % at 26.1 µM; F-box/WD repeat-containing protein 7 (Homo sapiens), Q969H0; AlphaScreen FBW7–phospho-cyclin E peptide binding, activator screen; in the data active means normalized activity above about 1.9%;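 further: purified mutant Fbw7 with reduced substrate affinity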
Target sequence (Q969H0 whole entry, looked up): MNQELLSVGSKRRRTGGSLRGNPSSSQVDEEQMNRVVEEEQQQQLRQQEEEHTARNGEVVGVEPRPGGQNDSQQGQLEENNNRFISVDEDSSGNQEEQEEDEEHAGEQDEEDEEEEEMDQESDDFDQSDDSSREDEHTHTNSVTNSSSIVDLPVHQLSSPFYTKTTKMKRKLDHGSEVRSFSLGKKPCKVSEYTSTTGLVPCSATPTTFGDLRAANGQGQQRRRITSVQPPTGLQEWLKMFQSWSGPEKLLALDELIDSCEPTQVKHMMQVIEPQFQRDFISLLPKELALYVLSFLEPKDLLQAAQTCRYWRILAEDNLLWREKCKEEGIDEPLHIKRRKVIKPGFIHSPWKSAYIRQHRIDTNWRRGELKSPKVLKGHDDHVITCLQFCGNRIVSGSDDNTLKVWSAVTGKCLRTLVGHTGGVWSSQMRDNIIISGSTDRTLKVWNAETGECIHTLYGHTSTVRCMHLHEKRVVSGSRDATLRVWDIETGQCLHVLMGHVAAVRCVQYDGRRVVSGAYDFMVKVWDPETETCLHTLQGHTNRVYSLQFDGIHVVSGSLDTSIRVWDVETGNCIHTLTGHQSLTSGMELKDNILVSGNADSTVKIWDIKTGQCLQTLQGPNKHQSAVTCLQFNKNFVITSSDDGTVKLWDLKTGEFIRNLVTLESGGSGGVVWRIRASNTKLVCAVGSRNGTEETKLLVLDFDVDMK
GPR151 activ: activators of human GPR151, primary screen, cell-based, PathHunter beta-arrestin, luminescence; G-protein coupled receptor 151 (Homo sapiens), Q8TDV0; AID 1508602, 2020; 650,000 compounds, 1% hits; activation, % at 11.2 µM; PathHunter beta-arrestin GPR151 cells; in the data active means activation above about 4.9%;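 further: 0% = median of compound wells and 100% = cells with positive control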
TEAD-YAP block: TEAD-YAP interaction inhibition, primary screen, TEAD-YAP interaction inhibitor project, luminescence, HEK-TIYL cells. TEAD-Gal4/YAP UAS-luciferase luminescence. inhibition, % at 9.12 µM. 640,000 compounds, 1.4% hits. AID 1259422, 2018; in the data active means inhibition above about 32%;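 further: 0% = median of test compound wells and 100% = reference inhibitor wells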
An asterisk follows results filed as active; · = not tested or not shown.

SMILES | MITF primary | FBW7 act | GPR151 activ | TEAD-YAP block
NC(=O)c1ccc(-c2nc(C(=O)NCCN3CCOCC3)cs2)cc1 | 0 | 0.0 | 0.1 | 5
O=C(c1ccc2sc(=S)[nH]c2c1)N1CCCC1 | 15 | 0.3 | -2.9 | -3
CCC(C)N1C(=O)C2C(C(=O)Nc3ccc(OC)cc3)C3C=CC2(O3)C1C(=O)NC1CCCC(C)C1C (centres undefined) | 0 | -0.1 | -0.8 | -1
O=C(NNC(=S)NCCCN1CCOCC1)c1ccccc1Cl | 3 | 0.1 | 1.2 | -1
Cc1cc(C)n(C(=O)NC2CCCCC2)n1 | 2 | 0.1 | 0.8 | -11
CN(C(=O)COC(=O)c1ccc([N+](=O)[O-])o1)c1ccccc1 | 1 | 0.0 | -1.1 | 7
COC(=O)C1=C(C)NC(=S)NC1c1cccc(OC)c1 (centres undefined) | 20 | 0.7 | -1.0 | -1
CC(c1nccs1)N(C)Cc1c(C(=O)N2CCCC2)nc2sccn12 (centres undefined) | -16 | -0.1 | -0.6 | -1
Cc1ccc(CN2CCN(C(=O)CC3C(=O)NCCN3C3CCCC3)CC2=O)cc1C (centres undefined) | -8 | -0.1 | -2.1 | 13
Cc1ccc2c(c1)nnn2C1CCN(C(=O)Nc2ccc(Cl)cc2)CC1 | 6 | -0.1 | -0.2 | -14
CCCc1nc2n(n1)N=C(c1ccccc1)CS2 | -3 | 0.0 | 1.2 | 4
COc1ccc(C(=O)Nc2cccc(NC(=O)CCc3ccccc3)c2)cc1OC | 1 | -0.1 | -0.4 | 11
O=C(Nc1ccc(Br)cn1)c1cc([N+](=O)[O-])ccc1Cl | 0 | -0.1 | 1.3 | 1
CC(C)C(NC(=O)C(Cc1ccccc1)NC(=O)c1ccccc1)C(=O)O (centres undefined) | 6 | 0.0 | 1.0 | 0
OC1(c2cccc3ccccc23)CCN(Cc2ccccc2)C1 (centres undefined) | 3 | 0.0 | 1.5 | 16
Nc1cccc2c1C(=O)N(C(=O)c1cccc([N+](=O)[O-])c1)C2=O | 9 | 0.2 | 0.3 | 6
Cc1cc(F)ccc1NC(=S)Nc1ccc(S(=O)(=O)Nc2ncccn2)cc1 | 3 | 0.0 | -0.3 | -1
O=C(CN1C(=O)C2CC=CCC2C1=O)N1CCc2ccccc2C1 (centres undefined) | -2 | 0.0 | 0.1 | -51
CC(C)CCOc1ccc(C(=O)OCC(=O)Nc2ccc([N+](=O)[O-])cc2C#N)cc1 | 13 | 0.3 | -1.9 | 2
COc1ccc(N2CCN(C(=O)C(C)Sc3ccc(Cl)cc3)CC2)cc1 (centres undefined) | 4 | -0.2 | 0.3 | -3
CC1S/C(=C\c2nc3ccccc3s2)NC1=O (centres undefined) | 2 | 0.0 | -7.3 | -17
Cc1ccc(C23CC4CC(CC(CC(=O)NC(C)(C)CO)(C4)C2)C3)cc1 | -3 | 0.0 | -1.2 | -4
Cc1nc2c(o1)C1(C(=O)N2C)C(C#N)=C(N)N(c2ccccc2)c2ccccc21 (centres undefined) | -2 | 0.0 | -1.6 | 0
Cc1cnc(NC2CCN(Cc3ccccc3)CC2)nc1NCCCN1CCCC1=O | 0 | -0.2 | -0.2 | 6
Nc1c(C(=O)c2ccc(Cl)s2)sc2c1c(=O)[nH]c(=O)n2Cc1cccs1 | 8 | 0.0 | -0.9 | 8
CCOC(=O)c1ccc(N=Nc2ccc(O)c(CC(=O)O)c2)cc1 | -6 | · | 0.3 | ·
CC1CCCCN1C(=O)Cn1c(=O)n(C2CCCCC2)c(=O)c2ccccc21 (centres undefined) | 20 | 0.1 | 1.1 | 4
C=C1C2(C(=O)NCCCn3ccnc3)CCC(C2)C1(C)C (centres undefined) | 3 | 0.1 | -0.7 | -2
CCOc1ccccc1C(=O)Nc1ccc(Cl)cc1F | -4 | -0.2 | -0.3 | 2
COc1cccc(OC)c1C(=O)Nc1ccc(S(=O)(=O)N(C)Cc2ccccc2)cc1 | -12 | 0.2 | 0.3 | 11
O=C(COc1ccccc1)NCCCN1CCOCC1 | 5 | 0.2 | -0.6 | 8
COc1cccc(OCC(=O)Oc2coc(CSc3nc(C)cc(C)n3)cc2=O)c1 | 18 | -0.3 | -1.2 | -3
COCCn1c(=NC(C)=O)sc2cc([N+](=O)[O-])ccc21 | 9 | -0.1 | 0.2 | 5
N#Cc1ccc(OC(=O)c2cc(S(=O)(=O)N3CCOCC3)c(Cl)cc2Cl)cc1 | 1 | 0.1 | -0.2 | -5
N#Cc1cnn(Cc2ccccc2)c1NC(=O)c1cccc(C(F)(F)F)c1 | 10 | 0.1 | -0.9 | 3
CCOC(=O)C1C(=O)NC(SCC(=O)Nc2ccccc2C)=C(C#N)C1c1ccccc1Cl (centres undefined) | 8 | 0.0 | 0.0 | 4
O=C(COc1ccccc1)NCc1ccc2c(c1)OCO2 | 10 | 0.0 | -0.1 | -10
CCCc1[nH]nc2c1C(c1c(OC)cc(OC)cc1OC)C(C#N)=C(N)O2 (centres undefined) | 12 | -0.2 | 0.8 | 3
Cc1cc(NCCN(C(C)C)C(C)C)nc(-c2c(C)noc2C)n1 | 4 | -0.2 | 2.1 | 0
Cc1ccc2c(c1)C1CN(C)CCC1N2C(=O)Nc1ccc(Cl)cc1 (centres undefined) | 4 | 0.0 | 0.0 | -1
CCc1nc(C)cc([N+](=O)[O-])c1OCc1ccccc1 | 4 | -0.2 | -1.1 | 0
CCCC(CCC(=O)Nc1ccccn1)C(=O)O (centres undefined) | 1 | 0.0 | 0.6 | 1
O=C(C1=C(Nc2ccccc2)C(=O)N(c2ccccc2)C1c1cccc(F)c1)c1ccccc1 (centres undefined) | -6 | 0.0 | 0.0 | -16
COc1cc(/C=N/NC(=O)Cc2ccc(Br)cc2)cc(OC)c1O | -20 | 0.0 | -0.2 | 5
O=C1CSC(c2cccc([N+](=O)[O-])c2)N1c1ccc(Cl)c(Cl)c1 (centres undefined) | -8 | -0.3 | -0.8 | -11
Cc1ccc(NC(=O)C2(c3ccccc3)CCCC2)nc1 | 16 | 1.5 | -0.5 | 4
CCCCNC(=O)CSc1nc(NC2CCCCC2)c2ccccc2n1 | -2 | 0.0 | 2.6 | 12
O=C1c2ccccc2C(=O)N1CCC1=NCCc2ccccc21 | 15 | 0.2 | 0.3 | 4
COc1cccc(C2(O)CCN(C(=O)c3ccc4c(c3)OCO4)CC2)c1 | 3 | 0.0 | -0.4 | 4
Cc1cccc2cc(C#N)c(SCC(=O)NC3CCCC3)nc12 | 2 | -0.2 | 0.7 | 0
COc1cc(OC)cc(C(=O)N=c2sc3c(OC)ccc(OC)c3n2C)c1 | 20 | -0.2 | -0.2 | -8
COc1ccccc1C(=O)N(CCO)Cc1cc2cc(C)ccc2[nH]c1=O | -7 | 0.0 | -0.6 | -4
O=S(=O)(c1ccc2ccccc2c1)N(CC1CO1)c1ccccc1 (centres undefined) | -4 | 0.7 | 1.3 | 3
COc1ccc(CCNc2ncnc3c2nc(Nc2ccccn2)n3C(C)C)cc1 | 17 | 0.2 | -1.1 | 13
O=C(Nc1ccccc1)N1CCn2cccc2C1c1ccccc1F (centres undefined) | 7 | -0.2 | 0.1 | -10
CCOC(=O)c1cnc2ccc(OCC)cc2c1Cl | -15 | 0.3 | 0.8 | -2
CCCc1cc(C(N)=O)c(NC(=O)c2ccco2)s1 | 12 | -0.2 | -0.3 | -17
COc1ccc(NC(=O)Nc2cc(C)ccn2)cc1 | 6 | -0.1 | -2.8 | 41*
O=C(NC(=S)Nc1cccc(NC(=O)c2ccco2)c1)c1ccc2c(c1)OCO2 | 20 | 0.0 | -0.5 | -27
O=C(Nc1ccc(S(=O)(=O)c2ccc(NC(=O)c3ccncc3)cc2)cc1)c1ccncc1 | 4 | 0.0 | 0.7 | -10

(listing goes on)
SMILES | MITF primary | FBW7 act | GPR151 activ | TEAD-YAP block
Cc1ccc(NCCC(=O)c2ccco2)cc1 | 26 | 0.1 | 0.2 | -29
COc1ccc(CNc2ccc3ncc(-c4ccc(F)cc4)n3n2)cc1 | -9 | 0.2 | 0.1 | -8
Cc1ccccc1C1C(C#N)=C(SCc2ccccc2)NC(=O)C1C#N (centres undefined) | -4 | -0.1 | 3.3 | -3
CCOC(=O)C1=C(N)N(c2ccccc2C(F)(F)F)C2=C(C(=O)CC(C)(C)C2)C1c1cc(OC)c(OC)c(OC)c1 (centres undefined) | -8 | -0.1 | 2.4 | -4
Cc1oc(C)c(C(=O)O)c1COc1ccccc1C(=O)O | 51* | 0.1 | -1.3 | 2
CC(C)CS(=O)(=O)c1nsc2nc(=O)c(/C=C3\C=CC(=O)C(O)=C3)c(N)n12 | -3 | -0.4 | -0.2 | 0
COc1ccc(CN2CCN(Cc3ccccc3OC)CC2CCO)cc1C (centres undefined) | -13 | -0.1 | 0.1 | 7
COc1ccc(Cl)cc1NC(=O)c1cccnc1SC | 1 | -0.2 | -0.6 | -11
CC(C)(C)C(=O)Nc1cc(C(F)(F)F)ccc1-n1ccnc1 | 4 | 0.0 | 0.6 | 0
O=C(CC1C(=O)NCCN1Cc1c(F)cccc1Cl)NCCc1ccccn1 (centres undefined) | 18 | 0.1 | -0.4 | -6
O=C(COc1ccc(Cl)cc1)NNC(=O)C1CCCCC1 | -6 | 0.6 | 0.0 | -6
CN(C)c1ccc(N/C=C(\C#N)c2nc3ccccc3[nH]2)cc1 | 3 | -0.1 | 0.4 | -13
COc1ccc(Oc2nc(-c3ccccc3)c3cc(Br)ccc3n2)cc1 | 10 | 0.0 | 2.6 | 0
CCOc1ccc2oc(=O)cc(C)c2c1 | -10 | -0.1 | -0.7 | -9
CCNS(=O)(=O)c1ccc(OC)c(OC)c1 | -1 | 0.2 | -0.6 | 10
Cc1cc(C(F)(F)F)c2c(C)nn(CCc3nn[nH]n3)c2n1 | -2 | 0.0 | -0.8 | 1
Cn1c(CCN2C(=O)CCC2CCNCc2ccncc2)nc2ccccc21 (centres undefined) | 6 | 0.0 | -0.5 | 9
CC(C)(C)c1cc(C(=O)NCc2ccco2)ccn1 | -4 | -0.2 | -1.2 | 1
CCCOc1ccc(Br)cc1/C=N/O | 10 | 0.4 | 1.7 | -7
CC(C(=O)O)N1C(=O)/C(=C\c2cccc(F)c2)SC1=S (centres undefined) | 11 | 0.0 | 1.0 | 10
COc1cc(OC)c(C(=O)NC23CC4CC(CC(C4)C2)C3)cc1OC | -16 | 0.0 | 1.1 | -5
CS(=O)(=O)N(CCC(=O)O)Cc1ccccc1 | -6 | 0.1 | 0.4 | -2
CC(C)N1CCN(Cc2ccc(OCCO)cc2)CC1CCO (centres undefined) | 2 | 0.1 | 5.2* | 13
CC(=O)N1CCc2nc(-c3ccncc3)nc(N3CCOCC3)c2C1 | -7 | 0.1 | 3.0 | -15
CCN(CC)c1ccc(NC(=O)C2CCCC2)cc1 | 7 | -0.3 | -1.6 | -34
Cc1cc([N+](=O)[O-])ccc1N/C=C\C(=O)c1ccncc1 | 14 | 0.0 | 1.0 | -5
Cc1ccccc1N1CCSC1C(N)=O (centres undefined) | 6 | 0.2 | 1.1 | 2
O=C(Nc1ccc2[nH]c(=O)[nH]c2c1)c1ccc2c(c1)S(=O)(=O)c1ccccc1C2=O | 7 | 0.0 | -0.5 | 4
Oc1ccccc1-c1cc(-c2ccccc2O)nc(-c2ccccc2)n1 | 11 | 0.2 | -0.7 | 11
CC1(C)S[C@@H]2[C@H](NC(=O)[C@@H](N)c3ccc(O)cc3)C(=O)N2[C@H]1C(=O)O | 11 | 0.0 | -1.1 | 11
NC(=O)c1ccc(NC(=O)CSc2nnc(Nc3ccccc3F)s2)cc1 | 13 | 0.1 | -9.9 | -7
CCOc1ccc(C(=O)OCC(=O)NC(=O)Nc2ccc3c(c2)OCCO3)cc1OCC | 6 | 0.9 | 0.3 | -13
